A549 tox – kills or reduces viability of A549 cells in Nrf2 counter-screen | A549 ARE-Fluc cells, CellTiter-Fluor viability, 18-24 h | 390,000 tested, 0.16% active | Potency, µM (titrated, usually from 46 µM), without a hit: top-dose activity change, negative = cytotoxicity, hits mostly inhibitors; further: potency means the concentration at half of the fitted maximal effect; on the % scale 0 is the no-effect control and ±100 the full control effect
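A549 ARE_Fluc cells in 5% FBS OPTI-MEM were exposed to compounds in concentration-response for 18-24 h at 37 deg C. Viability was read by CellTiter-Fluor fluorescence (Ex 405/Em 525) after 30 min, before the luciferase read.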
Nrf2 block – blocks Nrf2 signaling; A549 ARE-Fluc reporter, luciferase luminescence, 18-24 h; Potency, µM (top dose mostly 46 µM), without a hit: at the highest dose activity change, negative = inhibition, hits mostly inhibitors; 360,000 tested, 2.1% active; further: potency means the concentration at half of the fitted maximal effect; on the % scale 0 is the no-effect control and ±100 the full control effect; nearly all actives have a fitted effect of over 60% in size
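Concentration-response testing used A549 ARE_Fluc cells at 5000 cells/well. Following an 18-24 h compound incubation, viability was read by fluorescence (Ex 405/Em 525) and luciferase output by luminescence.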
EPAC2 antagonist – blocks human EPAC2 exchange factor | Q8WZA2 | EPAC2 GEF exchange of Rap1B-BODIPY-GDP, fluorescence | Potency, µM (titrated, usually from 114 µM), for the others: top-dose activity, negative = inhibition, most hits filed as inhibitors | 360,000 tested, 0.18% active; further: potency means the concentration at half of the fitted maximal effect; on the % scale 0 is the no-effect control and ±100 the full control effect; nearly all actives have a fitted effect of over 45% in size; many of its hits are not listed in these tables
Target sequence (Q8WZA2 whole entry, looked up): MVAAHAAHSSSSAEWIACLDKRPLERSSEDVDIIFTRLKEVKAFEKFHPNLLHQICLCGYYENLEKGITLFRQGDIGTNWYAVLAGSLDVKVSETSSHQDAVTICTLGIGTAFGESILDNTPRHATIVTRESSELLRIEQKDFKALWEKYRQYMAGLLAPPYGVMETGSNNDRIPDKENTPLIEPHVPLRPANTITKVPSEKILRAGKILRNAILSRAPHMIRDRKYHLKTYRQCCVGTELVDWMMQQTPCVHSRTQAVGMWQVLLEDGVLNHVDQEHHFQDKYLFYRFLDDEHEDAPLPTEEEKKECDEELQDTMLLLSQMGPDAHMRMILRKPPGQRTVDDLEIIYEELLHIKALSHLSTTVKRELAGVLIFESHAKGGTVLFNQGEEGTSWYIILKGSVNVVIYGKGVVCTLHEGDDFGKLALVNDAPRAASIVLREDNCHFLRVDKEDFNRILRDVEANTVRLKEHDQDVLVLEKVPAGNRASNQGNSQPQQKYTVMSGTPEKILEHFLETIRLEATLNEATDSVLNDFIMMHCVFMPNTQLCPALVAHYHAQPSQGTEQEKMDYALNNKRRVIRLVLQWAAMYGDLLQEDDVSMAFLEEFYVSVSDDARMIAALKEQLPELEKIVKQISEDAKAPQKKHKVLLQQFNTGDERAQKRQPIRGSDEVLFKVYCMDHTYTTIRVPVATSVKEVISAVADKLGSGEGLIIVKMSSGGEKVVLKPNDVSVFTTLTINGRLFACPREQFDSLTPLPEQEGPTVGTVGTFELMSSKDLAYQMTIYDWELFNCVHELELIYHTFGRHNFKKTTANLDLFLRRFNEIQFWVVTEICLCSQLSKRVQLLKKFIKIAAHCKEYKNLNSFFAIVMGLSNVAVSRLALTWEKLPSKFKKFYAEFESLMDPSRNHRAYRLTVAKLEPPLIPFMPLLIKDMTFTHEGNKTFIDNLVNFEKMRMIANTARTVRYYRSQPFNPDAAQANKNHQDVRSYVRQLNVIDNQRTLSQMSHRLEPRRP
Nrf2 ARE act – Nrf2 pathway activation; Potency, µM (titrated, usually from 46.1 µM), for the others: at the top dose activation, actives largely listed as activators; AREc32 ARE-luciferase reporter (MCF7-derived line), luminescence, 24 h; 410,000 tested, 0.31% active; AID 624171; further: potency means the concentration at half of the fitted maximal effect; % of control where 0% means no effect; nearly all actives have a fitted effect of over 65% in size
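Nrf2 activation is followed as ARE-luciferase induction in the AREc32 line after one day of compound treatment; luminescence is read with Steady-Glo.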
CCT chaperon mod – changes cytosolic chaperonin activity | purified chaperonin ATPase assay, HTRF ADP detection, 30 min | activity change, % (concentration not given with the values), hits read low | 360,000 tested, 0.3% active; in the data active means activity change below about -30%; further: on the % scale 0 is the no-effect control and ±100 the full control effect
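TRiC (40 or 20 nM final, by batch activity) in 30 mM Tris pH 7.4, 100 mM KCl, 5 mM MgCl2, 1 mM DTT was treated with compound at 76 uM single dose, then 10 uM ATP, 30 min at 37 °C. ADP was read by HTRF Transcreener.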
EPAC2 ag – agonists of human EPAC2 (RAPGEF4) | 360,000 tested, 0.079% active | Potency, µM (doses to about 154 µM), without a hit: at the highest dose activation, hits mostly activators | EPAC2 activation, biochemical qHTS; response scale: 100% = 6.5 mM cAMP response | Q8WZA2 | AID 720711; further: potency means the concentration at half of the fitted maximal effect; nearly all actives have a fitted effect of over 50% in size
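Fluorescence exchange assay: 100 nM EPAC2 with 250 nM RAP1B-BODIPY-GDP and 50 uM GDP; compounds tested as a concentration-titration series (qHTS). Loss of Rap1-bound BODIPY-GDP fluorescence read at 480/540 nm; data normalized to 6.5 mM cAMP.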
MmCpn inh – inhibitors of Methanococcus maripaludis chaperonin (MmCpn). 330,000 tested, 0.031% active. purified Mm-Cpn ATPase, ADP Transcreener TR-FRET. AID 504842. Potency, µM (series often up to 76.9 µM), for inactives: at the top dose activity, negative = inhibition, usual class: inhibitors; further: potency means the concentration at half of the fitted maximal effect; on the % scale 0 is the no-effect control and ±100 the full control effect; nearly all actives have a fitted effect of over 80% in size
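Inhibition of chaperonin ATP hydrolysis is measured as reduced ADP production, detected by competitive TR-FRET in which signal falls with ADP. Final enzyme 25 nM and ATP 10 uM, reacted 30 min at 37°C.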
TGFb SMAD3 inh – blocks TGF-b signaling; HepG2 CAGA-GFP TGF-b/SMAD3 reporter, GFP fluorescence, 18 h; TGF-beta stimulated, 500 pg/mL final; Potency, µM (top dose mostly 46.1 µM), for the others: at the top dose activity, negative = inhibition, hits mostly inhibitors; 410,000 tested, 1.2% active; AID 588855; further: potency means the concentration at half of the fitted maximal effect; on the % scale 0 is the no-effect control and ±100 the full control effect; nearly all actives have a fitted effect of over 65% in size
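GFP signal (ex488/em500-530) from TGF-beta-stimulated HEPG2 CAGA-GFP cells, 500 pg/mL final, 18 h at 37 degrees C in DMEM plus 1% FBS, normalized to unstimulated and DMSO-stimulated controls.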
Akt phos inh – inhibitors of Akt phosphorylation; 360,000 tested, 0.32% active; activity change, % for hits at 50 µM; Neuro2A IGF-stimulated pAkt S473 HTRF, 20 min; stronger effect = lower value; in the data active means activity change below about -80%; inconclusive means mostly about -51% to -80%; further: on the % scale 0 is the no-effect control and ±100 the full control effect
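Neuro2A cells in DMEM with 0.5% FBS, overnight at 37 deg C, given compound at single 50 µM final, then IGF (6 nM final) for 20 min at 37 deg C. Lysed; phospho-Akt Ser473 by HTRF after 24 h, 665/615 ratio.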
The depositor's hits bear a star; i = inactive; ? = inconclusive; / = not tested or not shown; [ ] = another dose, or the depositor's remark. Unless noted, the call rests on the fitted dose curve; in most records, active means well fitted curve in the direction sought with a large enough effect; inconclusive means small, poorly fitted or top-dose-only effect, or another doubt; inactive means no such curve, though single readings can be large; an effect the other way counts as inactive or inconclusive. Not all compounds are listed (hit frequency here may not be typical).

SMILES	A549 tox	Nrf2 block	EPAC2 antagonist	Nrf2 ARE act	CCT chaperon mod	EPAC2 ag	MmCpn inh	TGFb SMAD3 inh	Akt phos inh
Clc1ccc(CSc2nnc(Cn3cnc4ccccc43)o2)cc1	-14%	8.2µM*	8%	-0.7%	1.7	13%	-1%	-13%	i
Cc1ccccc1C(NC(=O)C1CCN(Cc2ccc(Oc3ccccc3)cc2)CC1)c1ccsc1 (stereo not given)	/	/	17%	2.3%	-4.1	6%	/	3%	i
Cc1ccc(S(=O)(=O)CC(=O)Nc2ccc3nc(C)sc3c2)cc1	1%	9%	0%	-0.7%	-0.3	0%	-1%	10%	i
O=C(CNS(=O)(=O)c1ccc(Cl)cc1)N1CCN(c2ccc(F)cc2)CC1	1%	?	-10%	0.2%	-1.3	3%	2%	-6%	i
C=CCn1c(O)c(N=Nc2ccccc2C)c2ccccc21	-6%	17%	5%	6.9%	-1.1	5%	3%	8%	i
OCCN(CCO)c1ccc(C(c2ccccc2Cl)c2ccc(N(CCO)CCO)cc2Cl)c(Cl)c1	-19%	?	1%	9.9%	-3.6	-2%	3%	-24%	i
C[C@@H]1CCCCO[C@@H](CN(C)C(=O)Cc2ccccc2)[C@@H](C)CN([C@H](C)CO)C(=O)c2cc(NC(=O)C3CCCCC3)ccc2O1	/	/	-9%	-0.4%	2.8	-9%	/	7%	i
CN1c2ccccc2Oc2nnc(N3CCN(Cc4ccccc4)CC3)cc21	-20%	?	9%	0.3%	-2.6	10%	-2%	-13%	i
CS(=O)(=O)N(Cc1ccccc1Cl)c1ccc(C(=O)N2CCCC2)cc1	-1%	-12%	-6%	0.0%	0.2	5%	3%	5%	i
O=C(c1ccc(Cl)cc1)N1CCOc2ccccc21	1%	-18%	-17%	0.1%	0.4	7%	3%	0%	i
Cc1ccc(-c2noc(CCC(=O)Nc3cccc(C#N)c3)n2)cc1	-8%	-2%	-10%	0.4%	-5.9	-25%	1%	-14%	i
COC(=O)C1=C(COc2ccccc2)NC(=O)NC1c1ccc2ccccc2c1 (stereo not given)	0%	0%	-5%	0.2%	1.3	-1%	/	-25%	i
Cc1ccc(-c2csc(NC(=O)CCNC(=O)c3ccc(Cl)cc3)n2)cc1	-1%	3%	2%	0.4%	-9.4	5%	2%	?	i
COCCn1c(=NC(=O)c2sc3ccccc3c2Cl)sc2cc(S(N)(=O)=O)ccc21	1%	-19%	-9%	4.8%	0.0	6%	-14%	26%	i
Nc1nc(NCCOCCO)nc(Nc2cccc(F)c2)c1[N+](=O)[O-]	-3%	-14%	-2%	0.6%	-1.5	1%	0%	-10%	i
O=C(O)CCCCCN1C(=O)C(O)=C(C(=O)/C=C/c2ccccc2)C1c1ccc2c(c1)OCO2 (stereo not given)	?	5%	2%	0.0%	-2.9	7%	-2%	-4%	i
CC(NC(=O)COC(=O)c1ccc2c(=O)n3c(nc2c1)CCCCC3)c1ccccc1 (stereo not given)	2%	-3%	-1%	-0.5%	1.5	12%	-3%	9%	i
COc1ccc(CNC(=O)COC(=O)c2ccc3c(c2)OCCO3)cc1	-3%	5%	4%	-0.2%	-0.6	2%	-11%	-17%	i
Oc1ccccc1-c1nc2c3ccccc3c3ccccc3c2[nH]1	0%	3%	10%	12%	-2.0	15%	-7%	16µM*	i
Cc1ccc(C(=O)N/C(=C/c2cccnc2)C(=O)NCc2ccco2)cc1	2%	0%	6%	-0.1%	-1.4	12%	3%	-41%	i
N=C1SC(CC(=O)Nc2ccc([N+](=O)[O-])cc2)C(=O)N1c1ccccc1 (stereo not given)	-3%	?	1%	-0.4%	-0.2	12%	0%	?	i
O=C(c1ccc2c(=O)n(Cc3ccccc3Cl)c(=S)[nH]c2c1)N1CCCC1	0%	5%	-5%	-0.2%	2.2	-2%	0%	4%	i
CCCOc1ccccc1-c1nc(SCCC(=O)O)n[nH]1	0%	/	4%	-1.0%	-1.9	6%	0%	-4%	/
CC(C)NC(=O)C1CCN(C2CCN(Cc3nc4ccccc4s3)CC2)CC1	3%	-2%	6%	-0.3%	-1.7	7%	-6%	-4%	i
O=C(OCc1cccc([N+](=O)[O-])c1)c1ccncc1	2%	3%	-6%	-0.1%	-1.5	4%	0%	2%	i
SMILES	A549 tox	Nrf2 block	EPAC2 antagonist	Nrf2 ARE act	CCT chaperon mod	EPAC2 ag	MmCpn inh	TGFb SMAD3 inh	Akt phos inh
O=C(Nc1ccccn1)C(NS(=O)(=O)c1cccc2nsnc12)c1ccccc1 (stereo not given)	2%	11%	-1%	3.8%	0.2	3%	-1%	3%	i
O=C(COc1ccc(Cl)cc1)Nc1ccc(N2CCN(C(=O)c3ccco3)CC2)cc1	-1%	23µM*	4%	-0.2%	-0.1	6%	1%	-27%	i
CN(C)S(=O)(=O)c1cc(NC(=O)CN2C(=O)NC3(CCCc4ccccc43)C2=O)ccc1Cl (stereo not given)	-15%	-28%	-11%	0.8%	1.6	-3%	2%	8%	i
CCCn1c2c(c(O)c(C(=O)NCCCN(CC)CC)c1=O)CCCC2	-11%	?	14%	2.3%	1.8	4%	0%	11%	i
OCCN1CCN(c2ncnc3c2ncn3[C@H]2CN(Cc3ccc4c(c3)OCO4)C[C@@H](CO)O2)CC1	/	/	12%	0.4%[9.22 µM]	1.2	-2%	/	1%	i
CCOc1ccc(OCC)c(NC(=O)CN(C)S(=O)(=O)c2ccc3[nH]c(=O)oc3c2)c1	0%	-7%	/	-0.7%	/	/	/	5%	/
CCc1cccc(C)c1NC(=O)c1cc(CN2CCCC2)on1	-6%	-22%	/	-0.7%	/	/	/	?	/
COc1nc(C)cc(C)c1S(=O)(=O)c1ccccc1	4%	-11%	?	-0.4%	0.6	4%	2%	-6%	i
COc1ccc(N2CCN(C(=O)CNC(=O)c3ccco3)CC2)cc1	-1%	6%	-1%	-1.3%	-1.6	-6%	2%	-4%	i
CC(C)OCCCNc1ncnc2c1[nH]c1ccccc12	-22%	12µM*	-1%	2.9%	0.6	1%	-3%	-31%	i
CC(=O)c1ccc(N2CCN(S(=O)(=O)c3ccc4[nH]c5c(c4c3)CCCC5)CC2)cc1	-9%	?	/	0.2%	/	/	/	?	/
O=C(c1cccc(Oc2ccc([N+](=O)[O-])cc2Cl)c1)N1CCCCC1	1%	-7%	-6%	-0.7%	-0.8	11%	2%	3%	i
COc1ccccc1NS(=O)(=O)c1cccc(C(=O)N/N=C/c2ccc3c(c2)OCCO3)c1	12%	?	14%	2.3%	2.0	2%	0%	5%	i
CC(=O)c1cccc(NC(=O)c2nc(-c3ccccc3)n(-c3ccccc3C)n2)c1	-1%	-16%	/	-0.8%	/	/	/	8%	/
CCn1c2ccccc2c2cc(CN3CCN(S(=O)(=O)Cc4ccccc4)CC3)ccc21	-3%	-14%	-4%	0.3%	0.0	-4%	1%	0%	i
COc1ccc(CC(=O)Nc2ccc3c(C)cc(=O)oc3c2)cc1OC	-6%	?	5%	0.5%	-0.1	0%	-3%	-1%	i
N#Cc1cccc(C(=O)OCc2cccc(S(=O)(=O)N3CCOCC3)c2)c1	1%	-7%	6%	-0.6%	-4.4	-1%	-2%	0%	i
Cc1ccc(-c2cc(-c3ccc(F)cc3)c(C#N)c(N)n2)o1	-1%	5%	-10%	?	1.2	13%	-5%	1%	i
CC(NC(=O)c1ccco1)C(=O)N(C)Cc1ccc(C(F)(F)F)cc1 (stereo not given)	4%	?	9%	-0.5%	-4.5	3%	0%	6%	i
CC(Oc1ccc(/C=N/NC(=O)Cc2cccc3ccccc23)cc1)C(=O)O (stereo not given)	-8%	-3%	-5%	-0.2%	-2.3	4%	0%	-19%	i
COC(=O)c1cc(NS(=O)(=O)c2ccc(N3CCOCC3)c(N)c2)cc(C(=O)OC)c1	13%	-3%	-4%	-1.1%	-0.7	10%	2%	-16%	i
CC(C)=C[C@@H]1C[C@H](C)[C@H]2CC[C@H](C)c3c(O)c(O)c(C)c1c32	6%	-14%	-20%	29%	-2.3	6%	1%	-10%	i
O=C(NCc1ccccc1)C1Cc2c(-c3cccc(F)c3)ccnc2O1 (stereo not given)	/	/	7%	0.5%	2.0	1%	/	?	i
O=C(CN1C(=O)S/C(=C\C=C\c2ccccc2)C1=O)N1CCCCC1	-1%	-4%	14%	0.2%	-3.2	-11%	1%	1%	i
